Nrf2 inh: Nrf2 qHTS screen for inhibitors | A549 ARE-Fluc reporter, luciferase luminescence, 18-24 h | Potency, µM (titrated, usually from 46 µM), for inactives: top-dose activity change, negative = inhibition, actives largely listed as inhibitors | 360,000 compounds, 2.1% hits; further: potency means the concentration at half of the fitted maximal effect; on the % scale 0 is the no-effect control and ±100 the full control effect; nearly all actives have a fitted effect of over 60% in size
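In this cell-based qHTS, ARE-driven firefly luciferase in A549 cells reports Nrf2 activity; the luminescent signal after BugLite lysis is the measured value, with a prior CellTiter-Fluor read for cell health.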
S2 tox: Viability Counterscreen for Primary qHTS for Inhibitors of ATXN expression. S2 cells (HEK-293 line with an ATXN2-luciferase reporter) viability, CellTiter-Fluor protease fluorescence, 24 h. 400,000 compounds, 0.49% hits. AID 651635, 2014. Potency, µM (titrated, usually from 56.7 µM), actives largely listed as cytotoxic; further: potency means the concentration at half of the fitted maximal effect; nearly all actives have a fitted effect of over 40% in size
Nrf2 ARE act: qHTS of Nrf2 Activators; AREc32 ARE-luciferase reporter (MCF7-derived line), luminescence, 24 h; Potency, µM (titrated, usually from 46.1 µM), for inactives: at the top dose activation, most hits filed as activators; 410,000 compounds, 0.31% hits; further: potency means the concentration at half of the fitted maximal effect; % of control where 0% means no effect; nearly all actives have a fitted effect of over 65% in size
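Reporter line AREc32 (ARE-Fluc), seeded overnight in OPTI-MEM with 5% FBS; compound pin-transferred, 24 hr at 37 deg C, 5% CO2; luminescent read-out.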
ATXN2 expr inh: Primary qHTS for Inhibitors of ATXN expression; HEK-293 ATXN2-luciferase reporter, luminescence, 24 h; 360,000 compounds, 0.72% hits; Potency, µM (series often up to 57 µM), for the others: top-dose activity change, negative = inhibition, usual class: inhibitors; further: potency means the concentration at half of the fitted maximal effect; on the % scale 0 is the no-effect control and ±100 the full control effect; nearly all actives have a fitted effect of over 55% in size
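ATXN2-luciferase reporter cells (luciferase flanked by upstream and downstream ATXN2 gene portions) were treated 24 h at 37 °C with compounds at up to 57 uM. SteadyGlo luminescence gave expression; GF-AFC fluorescence gave viability.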
IL-2 act: qHTS of IL-2 Activators. IL-2 activation reporter assay, cell-based qHTS; stimulated with anti-CD3/CD4/CD28 beads; in transgenic mouse T cells. activation, % (series mostly up to about 46 µM). 360,000 compounds, 0.065% hits. AID 652025, 2013; in the data active means activation above about 50%; inconclusive means mostly about 30% to 49%; further: 0% is about no effect
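Unstimulated transgenic mouse T cells preincubated 60 min with compound, then stimulated with anti-CD3/anti-CD4-coated beads plus anti-CD28 for 18 h at 37 degrees C. IL-2 response read as EGFP and DsRed fluorescence by plate cytometry.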
HepG2 viability: qHTS for Inhibitors of TGF-b: Cytotox Counterscreen; Potency, µM (highest dose often 46.1 µM), for inactives: at the top dose activity change, negative = cytotoxicity, usual class: cytotoxic; AID 588856, 2011; 410,000 compounds, 0.76% hits; HepG2 CAGA-GFP viability, ATP luminescence, 18 h; further: potency means the concentration at half of the fitted maximal effect; some results filed as inactive show a strong effect at the top dose
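HepG2 CAGA-GFP cells (1000/well, DMEM with 1% FBS) received compound, then TGF-beta at 500 pg/mL final, and were incubated 18 hours at 37 degrees C. Viability was read by CellTiter-Glo luminescence. Media-only wells were set as complete cell-killing and DMSO as no toxicity.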
EPAC2 ag: qHTS for Agonist of cAMP-regulated guanine nucleotide exchange factor 4 (EPAC2): primary screen; Rap guanine nucleotide exchange factor 4 (Homo sapiens), Q8WZA2; EPAC2 activation, biochemical qHTS; response scale: 100% = 6.5 mM cAMP response; Potency, µM (top dose mostly 154 µM), for inactives: at the top dose activation, actives largely listed as activators; 360,000 compounds, 0.079% hits; AID 720711, 2013; further: potency means the concentration at half of the fitted maximal effect; nearly all actives have a fitted effect of over 50% in size
Target sequence (Q8WZA2 whole entry, looked up): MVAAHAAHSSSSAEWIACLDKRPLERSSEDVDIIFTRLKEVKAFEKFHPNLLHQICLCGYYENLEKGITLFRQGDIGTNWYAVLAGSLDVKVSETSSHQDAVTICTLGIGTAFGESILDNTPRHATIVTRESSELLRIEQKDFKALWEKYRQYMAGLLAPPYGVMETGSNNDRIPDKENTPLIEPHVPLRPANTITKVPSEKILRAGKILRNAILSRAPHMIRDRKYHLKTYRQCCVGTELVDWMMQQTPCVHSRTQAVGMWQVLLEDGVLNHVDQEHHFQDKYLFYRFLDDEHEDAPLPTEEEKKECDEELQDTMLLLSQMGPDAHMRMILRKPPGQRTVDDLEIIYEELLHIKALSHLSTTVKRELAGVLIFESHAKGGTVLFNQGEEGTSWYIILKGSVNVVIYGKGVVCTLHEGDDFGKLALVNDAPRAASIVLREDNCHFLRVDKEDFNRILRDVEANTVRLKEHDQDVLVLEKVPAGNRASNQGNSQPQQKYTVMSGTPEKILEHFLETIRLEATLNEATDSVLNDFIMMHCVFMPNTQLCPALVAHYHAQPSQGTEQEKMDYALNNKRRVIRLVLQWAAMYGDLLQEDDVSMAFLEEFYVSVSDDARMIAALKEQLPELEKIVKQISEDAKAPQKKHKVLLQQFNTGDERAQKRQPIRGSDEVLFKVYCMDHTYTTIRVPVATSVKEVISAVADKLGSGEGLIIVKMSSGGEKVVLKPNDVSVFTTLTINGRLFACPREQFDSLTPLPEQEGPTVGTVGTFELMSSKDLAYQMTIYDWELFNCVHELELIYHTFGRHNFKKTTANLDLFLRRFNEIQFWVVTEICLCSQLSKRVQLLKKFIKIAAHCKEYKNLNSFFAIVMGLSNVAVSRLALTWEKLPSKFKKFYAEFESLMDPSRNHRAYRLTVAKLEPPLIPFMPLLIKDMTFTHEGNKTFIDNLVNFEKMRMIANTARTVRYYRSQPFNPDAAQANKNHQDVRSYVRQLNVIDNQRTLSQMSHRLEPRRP
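Each well held 100 nM EPAC2, 250 nM RAP1B-BODIPY-GDP and 50 uM GDP. Fluorescence, read at 5-min intervals to 30 min, was referenced to a 6.5 mM cAMP positive control.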
A549 tox: Nrf2 qHTS screen for inhibitors: counterscreen for cytotoxicity; Potency, µM (doses to about 46 µM), for inactives: top-dose activity change, negative = cytotoxicity, most hits filed as inhibitors; A549 ARE-Fluc cells, CellTiter-Fluor viability, 18-24 h; 390,000 compounds, 0.16% hits; further: potency means the concentration at half of the fitted maximal effect; on the % scale 0 is the no-effect control and ±100 the full control effect
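A549 ARE-Fluc cells in 5% FBS OPTI-MEM, 5000 cells/well, rested 2 h then exposed to compounds in concentration-response for 18-24 h at 37 °C. Viability by CellTiter-Fluor fluorescence (Ex 405/Em 525) after 30 min; luciferase luminescence (BugLite, 15 min, RT) read afterwards.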
TGFb inhibitor: qHTS for Inhibitors of TGF-b; HepG2 CAGA-GFP TGF-b/SMAD3 reporter, GFP fluorescence, 18 h; TGF-beta stimulated, 500 pg/mL final; 410,000 compounds, 1.2% hits; Potency, µM (top dose mostly 46.1 µM), inactives show at the highest dose activity, negative = inhibition, most hits filed as inhibitors; further: potency means the concentration at half of the fitted maximal effect; on the % scale 0 is the no-effect control and ±100 the full control effect; nearly all actives have a fitted effect of over 65% in size
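HEPG2 CAGA-GFP cells (1000/well, DMEM with 1% FBS) were pre-incubated 2 h at 37 degrees C, given compound by pin tool, then stimulated with TGF-beta at 500 pg/mL final for 18 h before per-cell GFP fluorescence imaging.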
An asterisk follows results filed as active; i = inactive; ? = inconclusive; . = no result given; [ ] = remark or other dose. Unless noted, the call rests on the fitted dose curve; in most records, active means well fitted curve in the direction sought with a large enough effect; inconclusive means small, poorly fitted or top-dose-only effect, or another doubt; inactive means no such curve, though single readings can be large; an effect the other way counts as inactive or inconclusive. Rows are unselected. Share with any hit: about 4.3%.

Codes – A = Nrf2 inh; B = S2 tox; C = Nrf2 ARE act; D = ATXN2 expr inh; E = IL-2 act; F = HepG2 viability; G = EPAC2 ag; H = A549 tox; I = TGFb inhibitor
Structure: Cc1csc(NC(=O)CSc2nnc(-c3ccc(S(=O)(=O)N4CCCC4)cc3)o2)n1
  A: ? | B: i | C: 10% | D: -7% | E: -0.1 | F: -28% | G: -17% | H: -17% | I: -14%
Structure: O=C1CCCc2c1cc(C(=O)NCc1ccco1)c(=O)n2-c1ccc(Cl)cc1
  A: 7% | B: i | C: -0.2% | D: -5% | E: -0.3 | F: 4% | G: 6% | H: 23% | I: -16%
Structure: CCOC(=O)c1cnc2cc(C(F)(F)F)ccc2c1Nc1ccc(F)cc1F
  A: -8% | B: i | C: -1.2% | D: -7% | E: . | F: 6% | G: . | H: 11% | I: -2%
Structure: O=C(CC1C(=O)NCCN1C(=O)Nc1ccc(F)cc1F)Nc1cc(Cl)ccc1Cl (stereo not drawn)
  A: -5% | B: i | C: 2.0% | D: 9% | E: 0.8 | F: -23% | G: -4% | H: 0% | I: -28%
Structure: COC(=O)c1ccc(CN2C(=O)NC3(CCCCC3)C2=O)cc1
  A: ? | B: i | C: 2.7% | D: 14%[11.3 µM] | E: -2.3 | F: -1% | G: 6% | H: -1% | I: -2%
Structure: COc1cccc(C2Nc3cc(Cl)c(S(N)(=O)=O)cc3S(=O)(=O)N2)c1 (stereo not drawn)
  A: -4% | B: i | C: -0.2% | D: 7% | E: 2.6 | F: 4% | G: -6% | H: -3% | I: 6%
Structure: COc1ccc(N2CCN(C(=O)c3ccc(C(C)(C)C)cc3)CC2)cc1
  A: . | B: i | C: 0.5% | D: 6% | E: 0.1 | F: -1% | G: 11% | H: -3% | I: -7%
Structure: CCCCOC(=O)C(C)Nc1n[nH]c(=O)[nH]c1=O (stereo not drawn)
  A: . | B: i | C: -0.1% | D: 0% | E: 1.0 | F: 19% | G: 5% | H: 1% | I: 2%
Structure: COc1cccc(C2C(C(=O)Nc3ccc(C)cc3C)=C(C)Nc3nc4ccccc4n32)c1OC (stereo not drawn)
  A: ? | B: i | C: -3.3% | D: 14% | E: . | F: -18% | G: . | H: -2% | I: -12%
Structure: CCCCn1c(SCc2cccnc2)nc2c1c(=O)n(C)c(=O)n2C
  A: . | B: i | C: -0.6% | D: 1% | E: -2.1 | F: 1% | G: 6% | H: -5% | I: 14%
Structure: CCOC(=O)c1ccc2c(c1)[C@@H]1C=CC[C@@H]1[C@H](c1cccc(OC)c1OC)N2
  A: 23% | B: i | C: 6.5% | D: 4% | E: . | F: -38% | G: . | H: 1% | I: ?
Structure: CCCCn1c(=O)[nH]c2nc3cc(NC(C)=O)ccc3nc2c1=O
  A: 7% | B: . | C: -0.4% | D: -19% | E: -0.1 | F: 4% | G: 11% | H: 9% | I: -3%
Structure: CC(=O)NC1CCN(CC(=O)Nc2nccs2)CC1
  A: 2% | B: i | C: -0.6% | D: -10% | E: -0.9 | F: 2% | G: -1% | H: 2% | I: ?
Structure: Cc1ccc(S(=O)(=O)NCC(=O)N/N=C/c2ccc(Cl)cc2Cl)cc1
  A: 5% | B: ? | C: 0.6% | D: 9% | E: -3.6 | F: -51% | G: 9% | H: 1% | I: ?
Structure: Cc1ccc(N=Cc2cc3c(cc2O)OC(N)=C(C#N)C3c2ccccc2)cc1 (stereo not drawn)
  A: ? | B: ? | C: -0.5% | D: ? | E: -1.1 | F: -2% | G: 3% | H: -15% | I: -19%
Structure: O=C(COC(=O)c1ccco1)Nc1cccc(S(=O)(=O)N2CCOCC2)c1
  A: . | B: i | C: -0.6% | D: . | E: -1.3 | F: -1% | G: 4% | H: . | I: -4%
Structure: CN(Cc1ccccc1)C(=O)COc1cc(Cl)ccc1Cl
  A: 3% | B: i | C: -1.0% | D: 12% | E: -2.0 | F: 5% | G: 6% | H: -2% | I: 3%
Structure: Cc1c(C(=O)OC/C(O)=C(\C#N)c2nc3ccccc3[nH]2)oc2ccc(Br)cc12
  A: 6% | B: i | C: 0.8% | D: 2% | E: 6.3 | F: -6% | G: 8% | H: -5% | I: 1%
Structure: O=C(Nc1nnc(CSCc2ccccc2F)s1)c1cccc([N+](=O)[O-])c1
  A: ? | B: i | C: 7.9% | D: -22% | E: -1.9 | F: -51% | G: 11% | H: ? | I: ?
Structure: O=C(C1=C[C@@H](c2ccc(C(F)(F)F)cc2)C[C@@H](OCc2ccc(CO)cc2)O1)N1CCN(Cc2ccc3c(c2)OCO3)CC1
  A: 16µM* | B: ? | C: -0.4% | D: ? | E: -4.6 | F: -11% | G: -1% | H: -22% | I: ?
Structure: COC(=O)c1ccc(NC(=O)CCCCCn2nnc3ccccc3c2=O)cc1
  A: ? | B: i | C: -0.3% | D: -10% | E: 1.5 | F: -7% | G: 5% | H: -3% | I: -3%
Structure: CC(C)NC(=O)C(=O)Nc1cc2c3c(c1)CCC(=O)N3CCC2
  A: -6% | B: i | C: 1.0% | D: . | E: -0.6 | F: -1% | G: 12% | H: 3% | I: 4%
Structure: CC(C)(C)N1C(=O)[C@H]2[C@@H](c3ccc(Br)cc3)N3C(=O)N(c4cccc(F)c4)C(=O)[C@@]3(C)[C@H]2C1=O
  A: -4% | B: i | C: -0.9% | D: 6% | E: -0.1 | F: -1% | G: 7% | H: -2% | I: ?
Structure: Cc1cn(C2CCCCO2)c(=O)nc1NO (stereo not drawn)
  A: -3% | B: i | C: -0.2% | D: -12% | E: 0.4 | F: -6% | G: 5% | H: 3% | I: -12%
Structure: CCCCNC(=O)COC(=O)c1cc(C)nc2ccccc12
  A: -5% | B: i | C: -0.7% | D: 4% | E: -0.9 | F: -1% | G: 5% | H: -3% | I: -19%

Just Nrf2 ARE act and ATXN2 expr inh (2 entries from above):
| structure | Nrf2 ARE act | ATXN2 expr inh |
| --- | --- | --- |
| COC(=O)c1ccc(NC(=O)CCCCCn2nnc3ccccc3c2=O)cc1 | -0.3% | -10% |
| CC(C)NC(=O)C(=O)Nc1cc2c3c(c1)CCC(=O)N3CCC2 | 1.0% | . |

Further entries follow:
Codes – A = Nrf2 inh; B = S2 tox; C = Nrf2 ARE act; D = ATXN2 expr inh; E = IL-2 act; F = HepG2 viability; G = EPAC2 ag; H = A549 tox; I = TGFb inhibitor
Structure: Cc1cc(C)nc(N2CCCC(C(=O)NNC(=O)c3ccncc3)C2)n1 (stereo not drawn)
  A: 1% | B: i | C: -0.5% | D: 6% | E: 0.1 | F: 13% | G: 0% | H: -3% | I: 4%
Structure: Cc1cc(NC(=O)c2c(F)c(F)c(F)c(F)c2F)no1
  A: . | B: i | C: ? | D: -4% | E: -0.2 | F: -21% | G: 0% | H: -6% | I: -16%
Structure: Cc1ccc2c(c1)C(=C(C#N)C#N)C(=O)N2CCN1CCCCC1
  A: 13% | B: i | C: 4.0% | D: -9% | E: -3.3 | F: -182% | G: 6% | H: 1% | I: -12%
Structure: CCOC(=O)c1cccc(NC(=O)c2ccc3nc(CCc4ccccc4)oc3c2)c1
  A: . | B: i | C: 3.1% | D: 37% | E: . | F: -5% | G: . | H: 11% | I: 0%
Structure: CCOC(=O)c1c(N)n(-c2ccc(C)c(Cl)c2)c2nc3ccccc3nc12
  A: . | B: i | C: 0.3% | D: -1% | E: . | F: -8% | G: . | H: 16% | I: 17%
Structure: Cn1c(SCc2nc(-c3ccccc3)no2)nnc1-c1cccs1
  A: -26% | B: i | C: -0.1% | D: 2% | E: -0.2 | F: 0% | G: -4% | H: -1% | I: 25%
Structure: CN1CCCC(CN2c3ccccc3Sc3ccccc32)C1 (stereo not drawn)
  A: 5% | B: i | C: 9.2% | D: ? | E: 1.4 | F: -68% | G: 1% | H: -11% | I: ?
Structure: NC(=O)c1cc(-c2ccccc2)sc1NC(=O)Cc1ccc(S(=O)(=O)N2CCOCC2)s1
  A: -29% | B: i | C: 7.2% | D: -17% | E: -0.3 | F: -10% | G: 12% | H: -12% | I: -25%
Structure: O=Nc1c(O)[nH]c2c(F)cccc12
  A: 1% | B: i | C: 4.3% | D: -11% | E: -0.2 | F: 4% | G: -4% | H: -3% | I: -14%
Structure: Cc1cc(=O)[nH]c(-c2ccc(Cl)cc2)n1
  A: 10% | B: i | C: 0.4% | D: 31% | E: 0.8 | F: -73% | G: 7% | H: -6% | I: -16%
Structure: O=C(O)/C=C/C(=O)c1ccc(O)cc1
  A: 5% | B: i | C: 1.9% | D: 6% | E: -4.1 | F: 24% | G: 8% | H: 5% | I: 3%
Structure: O=C1CC(c2nc(-c3ccccc3)no2)CN1c1ccc2c(c1)OCCO2 (stereo not drawn)
  A: 29% | B: i | C: 4.3% | D: -6% | E: . | F: -18% | G: . | H: 19% | I: -2%
Structure: CCN1C(=O)[C@H]2[C@@H](c3ccccc3)N[C@]3(CCCN(Cc4ccc(C)cc4)C3=O)[C@H]2C1=O
  A: . | B: i | C: -1.0% | D: -2% | E: 0.2 | F: -3% | G: 4% | H: . | I: -3%
Structure: CCN(CC)C(=O)C(=O)c1cn(CCOc2ccccc2)c2ccccc12
  A: 6% | B: i | C: 0.0% | D: -4% | E: -1.6 | F: 3% | G: 3% | H: -9% | I: ?
Structure: CC/C=C\C/C=C\C/C=C\CCCCCCCC(=O)O
  A: -9% | B: i | C: 7.4% | D: 2% | E: 2.6 | F: -23% | G: 1% | H: -4% | I: 1%
Structure: NC(=O)C1CCN(CC(=O)Nc2cccnc2Cl)CC1
  A: -3% | B: i | C: -0.2% | D: -18% | E: 0.2 | F: -19% | G: 10% | H: 3% | I: 11%
